# Screening results: PubChem BioAssay, Sanford-Burnham Center for Chemical Genomics
# A3A deaminase – APOBEC3A ssDNA deaminase inhibitors, primary screen, selectivity assay for APOBEC3G inhibitor project, biochemical, FAM/TAMRA oligo cleavage fluorescence; DNA dC->dU-editing enzyme APOBEC-3A (Homo sapiens), P31941; recombinant A3A, FAM/TAMRA ssDNA deamination fluorescence; inhibition, % at 20 µM; hit rate 0.41% among 330,000;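 active means at least 40% inhibition at 20 µM here, with at most 30% in a related deaminase screen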;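 further: plate controls were A3A with DMSO for no effect and wells lacking A3A enzyme for full effect; some results filed as inactive read as strong as hits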
# Target sequence (P31941 whole entry, looked up): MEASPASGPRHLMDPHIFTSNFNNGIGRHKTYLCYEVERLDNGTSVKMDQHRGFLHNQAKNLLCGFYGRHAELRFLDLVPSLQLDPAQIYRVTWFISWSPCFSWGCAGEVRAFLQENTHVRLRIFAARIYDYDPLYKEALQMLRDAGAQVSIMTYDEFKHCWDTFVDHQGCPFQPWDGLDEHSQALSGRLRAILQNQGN
# hIAP act – human IAP activators, primary screen, biochemical, luminescence, uHTS. activation factor at 10 µM. hit rate 0.16% among 330,000. Intestinal-type alkaline phosphatase (Homo sapiens), P09923. purified human IAP, CDP-Star luminescence, 30 min; stronger effect = higher value; 1 = vehicle-only enzyme, 0 = enzyme-free background;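 active means activation factor of the enzyme at least 2-fold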; further: the source names both 10 and 20 µM as test concentration; values of inactives mirror those of a sister screen read the other way
# PfGluPho inh – PfG6PD enzyme inhibitors, primary screen, biochemical, fluorescence intensity, uHTS; PfGluPho enzyme, NADPH resazurin-diaphorase fluorescence; inhibition, % at 20 µM; hit rate 0.78% among 350,000;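 active means inhibition reaching at least a set limit at 20 µM in the primary screen, cut at about 59% in these data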;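 further: 0% = DMSO wells with substrate and 100% = DMSO wells lacking glucose-6-phosphate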
# hIAP inh – human IAP inhibitors, primary screen, biochemical, luminescence, uHTS; AID 2544, 2010; hit rate 0.12% among 330,000; purified IAP, CDP-Star luminescence, 30 min; Intestinal-type alkaline phosphatase (Homo sapiens), P09923; inhibition, % at 10 µM;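 active means inhibition reaching a set limit with compound at 10 µM in the primary screen, cut at about 35% in these data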;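 further: plate controls were DMSO wells with enzyme for no effect and no-enzyme buffer wells for full effect; values of inactives mirror those of a sister screen read the other way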
# HKDC1 inh – HKDC1 hexokinase inhibitors, primary screen, biochemical, fluorescence, uHTS; recombinant HKDC1, G6PDH/diaphorase resazurin coupled fluorescence; inhibition, % at 20 µM; Q2TB90; hit rate 0.16% among 340,000;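 active means inhibition above about 35% when tested at 20 µM, limit read from the data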;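 further: plate controls were DMSO wells with enzyme for no effect and DMSO wells lacking enzyme for full effect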
# Target sequence (Q2TB90 whole entry, looked up): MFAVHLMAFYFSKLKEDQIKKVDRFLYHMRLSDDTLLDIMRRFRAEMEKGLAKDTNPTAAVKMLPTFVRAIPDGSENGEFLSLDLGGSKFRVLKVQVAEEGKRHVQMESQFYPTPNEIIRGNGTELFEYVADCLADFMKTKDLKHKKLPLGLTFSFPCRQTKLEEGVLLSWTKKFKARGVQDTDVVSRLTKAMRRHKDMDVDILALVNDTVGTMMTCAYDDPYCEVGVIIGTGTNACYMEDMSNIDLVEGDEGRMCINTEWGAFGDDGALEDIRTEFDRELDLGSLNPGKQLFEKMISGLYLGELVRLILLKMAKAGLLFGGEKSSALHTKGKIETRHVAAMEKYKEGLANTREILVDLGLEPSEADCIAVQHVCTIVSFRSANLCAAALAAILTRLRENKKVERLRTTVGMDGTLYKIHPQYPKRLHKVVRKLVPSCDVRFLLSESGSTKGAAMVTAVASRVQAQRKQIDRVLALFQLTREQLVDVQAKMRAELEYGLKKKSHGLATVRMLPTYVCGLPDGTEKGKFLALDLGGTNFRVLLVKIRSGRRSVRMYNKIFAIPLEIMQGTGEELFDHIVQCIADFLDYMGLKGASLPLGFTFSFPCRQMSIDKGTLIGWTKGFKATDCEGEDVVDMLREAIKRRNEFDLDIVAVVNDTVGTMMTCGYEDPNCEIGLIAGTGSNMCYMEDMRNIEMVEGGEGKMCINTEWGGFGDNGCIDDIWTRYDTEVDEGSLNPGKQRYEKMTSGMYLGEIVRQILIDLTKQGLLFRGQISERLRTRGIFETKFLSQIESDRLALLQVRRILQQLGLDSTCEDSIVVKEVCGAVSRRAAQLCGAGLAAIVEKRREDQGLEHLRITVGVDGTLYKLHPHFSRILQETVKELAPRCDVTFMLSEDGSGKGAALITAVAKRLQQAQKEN
#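 Assay system – recombinant HKDC1 (HK5) hexokinase enzyme, produced in-house · Input – HKDC1 at 5 µg/mL · Reagent – glucose plus 1 mM ATP as hexokinase substrates · Timing – 90 min reaction incubation at room temperature, dark · Measured by – G6PDH/diaphorase-coupled fluorescence, 1 mM NADP, 100 µM resazurin, 525/613 nm · Benchmarks – DMSO-enzyme wells negative, buffer-substituted wells positive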
# mIAP activ – activators of mouse IAP, primary screen, biochemical, luminescence, uHTS. intestinal alkaline phosphatase [Mus musculus]. muIAP, CDP-Star luminescence, 30 min; stronger effect = higher value; 1 = vehicle-only enzyme signal, 0 = enzyme-free wells. activation factor at 10 µM. hit rate 0.24% among 330,000;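 active means activation factor of at least 2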; further: the source names both 10 and 20 µM as test concentration; values of inactives mirror those of a sister screen read the other way
#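 System: Mouse IAP enzyme | Also added: CDP-Star substrate | Dosing: Compounds dispensed in DMSO | Schedule: 30 min enzyme-substrate-compound incubation at room temperature | Technique: Chemiluminescence readout | Control set: DMSO-only wells and no-enzyme negative control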
# ATG4B inhibitor – ATG4B protease inhibitors, primary screen, biochemical, fluorescence, uHTS; hit rate 0.51% among 340,000; ATG4B cleavage of LC3-PLA2, NBD-HPC fluorescence, 1 h; inhibition, % at 8.33 µM; AID 504462, 2011; in the data active means inhibition above about 40%
# mIAP inh – inhibitors of mouse IAP, primary screen, biochemical, luminescence, uHTS; intestinal alkaline phosphatase [Mus musculus]; purified mouse IAP, CDP-Star luminescence, 30 min; AID 2806, 2010; hit rate 0.2% among 330,000; inhibition, % at 10 µM;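 active means inhibition of at least 40% at 10 µM in the primary screen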;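 further: plate controls were DMSO with enzyme for no effect and no enzyme wells for full effect; values of inactives mirror those of a sister screen read the other way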
# Active calls of the source: *. Compounds were not picked by outcome; overall some 2.4% were active at least once.
nr	SMILES	A3A deaminase	hIAP act	PfGluPho inh	hIAP inh	HKDC1 inh	mIAP activ	ATG4B inhibitor	mIAP inh
1	COc1cccc(NS(=O)(=O)c2ccc3c(c2)NC(=O)C(C)S3)c1 (stereo not given)	-2	1	-17	-2	-2	1	-5	-3
2	Cc1c(NC(=O)CSc2nnnn2-c2ccc(F)cc2)c(=O)n(-c2ccccc2)n1C	-2	1.2	0	-21	-7	1.1	0	-13
3	O=C(CSc1ccccc1F)NC(=O)c1ccc(Cl)cc1	-1	1	17	-5	-7	1	1	-4
4	O=C(O)CCC(=O)Nc1ccc(Br)c(Cl)c1	0	1	-10	-3	-3	1	1	-4
5	CCOC(=O)c1c(NC(=S)Nc2ccc(C)cc2)sc2c1CCC2	0	1	11	-5	19	0.91	-6	9
6	COc1cccc(C2C(C#N)=C(N)N(N(C)C)C3=C2C(=O)CCC3)c1 (stereo not given)	3	1	5	-2	2	1	-3	-4
7	CCOc1ccc(/C=N/N2CCN(Cc3ccccc3)CC2)cc1	-7	1.2	-8	-16	-6	1	-3	0
8	COc1ccc(C)cc1NC(=O)C1CC(=O)OC12CCCCC2 (stereo not given)	0	1.1	8	-13	-5	1	0	-1
9	O=C(CNc1n[nH]c(=O)[nH]c1=O)N/N=C/c1ccccc1	0	0.88	14	12	-5	0.88	-2	12
10	CCN(CC)CCCNC(=O)c1cc(Sc2nnc(C)s2)nc2ccccc12	-1	0.98	8	2	2	0.98	-2	2
11	Cc1ccccc1OCC(=O)OC(C)C(=O)NC1CCCC1 (stereo not given)	0	1	6	-3	-3	1.2	2	-15
12	CCOC(=O)C1CCCN(Cc2nc(Cc3ccccc3Cl)no2)C1 (stereo not given)	-4	1.3	-6	-26	-10	0.98	2	2
13	O=C(O)/C=C/C(=O)NNC(=O)c1cc(-c2ccccc2)n[nH]1	2	0.72	48	28	-4	0.78	-5	22
14	CCCCCOC(=O)C1C(c2ccccc2)C(C(=O)O)C1c1ccccc1 (stereo not given)	-3	0.89	-25	11	-6	0.9	13	10
15	Cc1ccc(C2(C)NC(=O)N(CC(=O)Nc3ccccc3C(=O)NC3CCCC3)C2=O)cc1 (stereo not given)	2	1	0	-4	-3	1	1	-1
16	Cc1[nH][nH]c(=O)c1C(c1ccc(F)cc1)c1c(C)[nH][nH]c1=O	-3	1	4	0	3	1.1	-5	-8
17	O=C(Nc1cccnc1)c1cc2c(s1)-c1ccccc1OC2	-2	0.98	3	2	3	1	-3	0
18	COc1cccc(CN2CC(C(=O)NCCCc3ccc(C)cc3)CCC2=O)c1 (stereo not given)	-4	0.98	7	2	-5	1	-5	-3
19	CC(NCC(=O)Nc1cc(S(=O)(=O)N2CCCCCC2)ccc1Cl)c1ccccc1 (stereo not given)	-2	1	20	-1	-3	0.99	0	0
20	COc1ccc(NC(=O)C2C3C=CC(C3)C2C(=O)NCc2ccco2)cc1 (stereo not given)	-2	0.82	-11	18	2	0.86	-8	14
21	COc1ccc(N2CCN(Cc3nnnn3C3CCCCC3)CC2)cc1	5	1	1	-2	-13	1.1	-9	-6
22	CC(C)(Oc1ccc(Cl)cc1)C(=O)NC1=NN(c2ccccc2)C(=O)C1	1	0.88	-9	12	6	0.95	16	5
23	COCCN(CC(=O)NC1CCCCC1)C(=O)CSc1nc2ccccc2o1	-2	0.98	-5	2	2	1	-14	-1
24	CCOC(=O)CC1(NC(=O)c2cc(COc3cccc(OC)c3)on2)CCCCC1	-2	1.3	9	-27	4	0.99	30	1
25	COc1cccc(NC(=O)c2ccccc2)c1	-5	0.97	9	3	6	0.89	-13	11
26	COc1ccc(OC)c(S(=O)(=O)NCCc2cn3ccsc3n2)c1	-7	1.1	4	-11	1	1.2	2	-18
27	CN(C)C(=S)NC(=O)C12CC3(C)CC(C)(CC(C)(C3)C1)C2	-7	1.1	-3	-7	-3	1	-15	-3
28	Cc1ccc2nc(Nc3ccccc3)c(/C=N/O)c(=O)n2c1	5	0.95	-3	5	6	1	2	-2
29	O=C(NC(=S)NCC1CCCO1)c1ccc(Cl)cc1 (stereo not given)	1	1	3	-2	0	1	-3	-4
30	CC1CC(C)CN(C(=O)c2ccc3c(c2)N(Cc2ccccc2)CCS3)C1 (stereo not given)	-2	0.92	22	8	2	0.94	21	6
31	CC(=O)Nc1cccc(C(=O)NC2CCCc3c2cnn3-c2cc(C)cc(C)c2)c1 (stereo not given)	-3	1.2	2	-19	-2	0.99	-9	1
32	O=C(Cc1c(F)cccc1Cl)N(Cc1ccccc1)c1ccccn1	-4	1.1	2	-13	5	1.1	-2	-6
33	COc1ccc(C)cc1NC(=O)CN(C)C1CCCCC1	-2	0.93	-14	7	-3	0.91	7	9
34	Cc1cc(C)n2nc(C(=O)N3CCOCC3)nc2n1	-1	1.1	-7	-5	-4	0.99	-7	1
35	Cc1cccc(-n2ncc3c(NC(C)C)ncnc32)c1	-1	1	26	0	2	1.1	-3	-11
36	COc1cccc(NC(=O)C2C3C=CC4(O3)C2C(=O)N(CCCN2CCCC(C)C2)C4C(=O)NC2CCCCC2C)c1 (stereo not given)	-2	1.3	-16	-26	1	1.1	-3	-10
37	CC(=O)COC(=O)c1cccc(N2C(=O)C3C4C=CC(C4)C3C2=O)c1 (stereo not given)	-3	1	-9	0	0	0.95	4	5
38	O=C(O)CSc1nnc(-c2ccccc2O)n1Cc1ccccc1	-6	0.87	-23	13	3	0.94	-12	6
39	c1ccc(Oc2nnc(-c3cccs3)c3ccccc23)cc1	-2	0.99	14	1	-6	0.99	-13	1
40	O=C(COC(=O)C1CCN(S(=O)(=O)c2cccs2)CC1)Nc1ccccc1	-4	1.1	-2	-9	-8	1	-6	-3
41	O=C(c1ccc(=O)[nH]n1)N1CCN(S(=O)(=O)c2cccc(F)c2)CC1	-2	1.1	-28	-11	-2	0.97	-11	3
42	O=C(Cc1ccccc1[N+](=O)[O-])NC1CC1	0	1	-12	-4	-9	1	-3	-1
43	COc1ccccc1CC(=O)Nc1ccc2nc(C)sc2c1	6	1	4	-4	-12	1.1	-7	-11
44	C/C(=N\NC(=O)c1ccc(C)cc1C)c1ccc2c(c1)OCO2	0	0.95	9	5	4	1	3	-2
45	CCOc1ccc(Nc2nc(N)c([N+](=O)[O-])c(NCc3ccccc3)n2)cc1	-4	0.89	13	11	1	0.94	-2	6
46	Cc1ccc2c(c1)N(Cc1cccc(F)c1)C(=O)C(C)O2 (stereo not given)	-5	1	-17	0	-2	0.98	13	2
47	Cc1ccc2nc(CCCc3nc4ccc(C)cc4[nH]3)[nH]c2c1	-4	2.7*	3	-171	-5	1.2	0	-24
48	O=C(O)CC12CC3CC(C1)CC(n1ncc(NCc4ccc(F)cc4Cl)c(Cl)c1=O)(C3)C2	-8	1	6	-2	-4	1	-8	-2
49	Cc1ccc(C)c(C(=O)OCC(=O)N(C)c2ccccc2)c1	-6	1.1	10	-7	-4	1	3	-5
50	CC(C)CCN1C(=O)c2cccc3c(N)ccc(c23)C1=O	-49	1.2	11	-15	5	1.1	-43	-8
51	COc1ccc(OC(C)C(=O)Nc2cccnc2)cc1 (stereo not given)	0	0.92	-14	8	-6	0.96	-7	4
52	CCCNC(=O)NC(C)C12CC3CC(CC(C3)C1)C2 (stereo not given)	-6	1.1	-4	-5	-9	1.2	-3	-20
53	O=C(NC(=S)Nc1ccccn1)c1cccc([N+](=O)[O-])c1	2	0.92	0	8	-5	1.1	-10	-7
54	O=C(O)c1cccc(N2C(=O)c3ccc(C(=O)c4cccc([N+](=O)[O-])c4)cc3C2=O)c1	5	1	-12	-3	2	0.99	-2	1
55	NC(=O)c1cc([N+](=O)[O-])ccc1NCc1cnccn1	2	0.99	-7	1	5	1	3	-5
56	O=C(NCN1CCCCC1)c1cnccn1	4	0.93	-5	7	-5	0.94	8	6
57	O=C(CN1C2=NCCCN2c2ccccc21)c1ccc(Br)s1	-7	1.1	10	-7	-4	0.95	-1	5
58	Cc1ccc(CNC(=O)c2cc(=O)c3ccc(C)cc3o2)cc1	4	1	0	-1	-4	0.98	-3	2
59	Nc1nc(-c2ccccc2)nc(-c2ccccc2O)n1	-2	0.93	26	7	1	0.94	-5	6
60	C#CCOCCOCCOCCNc1nc(N2CCN(C(=O)[C@H]([C@@H](C)O)n3cc(CCCCN)nn3)CC2)nc(N2CCN(C(=O)[C@H](CCCCN)n3cc(CCC(=O)O)nn3)CC2)n1	4	0.95	2	5	-5	1	-2	-3

# Continuation:
nr	SMILES	A3A deaminase	hIAP act	PfGluPho inh	hIAP inh	HKDC1 inh	mIAP activ	ATG4B inhibitor	mIAP inh
61	Cc1cc(NS(=O)(=O)c2ccc(NC(=O)C(C)N3C(=O)c4ccccc4C3=O)cc2)nc(C)n1 (stereo not given)	2	0.96	-16	4	-4	0.99	-6	1
62	Cc1ccc(S(=O)(=O)N2CCCCC2)cc1NC(=O)COC(=O)c1ccc(O)cc1	0	1	11	0	0	1	-12	-4
63	O=C(NN1CCOCC1)c1ccc(Cl)c(Cl)c1	-2	0.98	14	2	-4	1	-4	0
64	O=C(CNC(=O)C1COc2ccccc2O1)N/N=C\c1ccc(Br)cc1 (stereo not given)	-3	1.4	-3	-37	-2	0.97	1	3
65	O=C(N/C=C\c1ccccc1)NCc1ccc(Cl)cc1Cl	-3	0.95	-8	5	4	1.8	15	-76
66	Cc1ocnc1C(=O)Nc1ccc(Cl)cc1	-7	1.1	23	-12	-3	0.96	3	4
67	Cc1cc(SCc2ccccc2Cl)nc(=O)[nH]1	2	0.97	-4	3	-4	0.92	0	8
68	NS(=O)(=O)c1ccc(N=Cc2c(O)c3ccccc3oc2=O)cc1	2	1	8	-4	-12	1.1	-3	-12
69	O=C(Nc1ccc(C(=O)O)cc1)Nc1ccc([N+](=O)[O-])cc1	-6	1.1	29	-11	-2	1	-8	-2
70	CCOC(=O)c1c(C)[nH]c(C(=O)NCCN2CCOCC2)c1C	-2	0.91	-3	9	-3	0.96	1	4
71	O=C(CCl)N=c1sccn1Cc1ccccc1Cl	3	1	-10	-4	3	1	5	-2
72	C[C@H](CO)N1C[C@H](C)[C@@H](CN(C)Cc2ccc(Cl)c(Cl)c2)Oc2ccc(NC(=O)Cn3cnnn3)cc2C1=O	3	0.9	5	10	-1	0.96	-6	4

# In a second layout: 2 of the compounds above
71: O=C(CCl)N=c1sccn1Cc1ccccc1Cl
- A3A deaminase = 3
- hIAP act = 1
- PfGluPho inh = -10
- hIAP inh = -4
- HKDC1 inh = 3
- mIAP activ = 1
- ATG4B inhibitor = 5
- mIAP inh = -2

72: C[C@H](CO)N1C[C@H](C)[C@@H](CN(C)Cc2ccc(Cl)c(Cl)c2)Oc2ccc(NC(=O)Cn3cnnn3)cc2C1=O
- A3A deaminase = 3
- hIAP act = 0.9
- PfGluPho inh = 5
- hIAP inh = 10
- HKDC1 inh = -1
- mIAP activ = 0.96
- ATG4B inhibitor = -6
- mIAP inh = 4
